Bioassay records: PubChem, National Center for Advancing Translational Sciences (NCATS)
TDP1 block: TDP1 (human) enzyme inhibition; Q9NUW8; recombinant TDP1, AlphaScreen DNA substrate cleavage; Potency, µM (doses to about 130 µM), without a hit: top-dose activity change, negative = inhibition, actives largely listed as inhibitors; actives 0.28% (n = 350,000); also: nearly all actives have a fitted effect of over 40% in size
Target sequence (Q9NUW8 whole entry, looked up): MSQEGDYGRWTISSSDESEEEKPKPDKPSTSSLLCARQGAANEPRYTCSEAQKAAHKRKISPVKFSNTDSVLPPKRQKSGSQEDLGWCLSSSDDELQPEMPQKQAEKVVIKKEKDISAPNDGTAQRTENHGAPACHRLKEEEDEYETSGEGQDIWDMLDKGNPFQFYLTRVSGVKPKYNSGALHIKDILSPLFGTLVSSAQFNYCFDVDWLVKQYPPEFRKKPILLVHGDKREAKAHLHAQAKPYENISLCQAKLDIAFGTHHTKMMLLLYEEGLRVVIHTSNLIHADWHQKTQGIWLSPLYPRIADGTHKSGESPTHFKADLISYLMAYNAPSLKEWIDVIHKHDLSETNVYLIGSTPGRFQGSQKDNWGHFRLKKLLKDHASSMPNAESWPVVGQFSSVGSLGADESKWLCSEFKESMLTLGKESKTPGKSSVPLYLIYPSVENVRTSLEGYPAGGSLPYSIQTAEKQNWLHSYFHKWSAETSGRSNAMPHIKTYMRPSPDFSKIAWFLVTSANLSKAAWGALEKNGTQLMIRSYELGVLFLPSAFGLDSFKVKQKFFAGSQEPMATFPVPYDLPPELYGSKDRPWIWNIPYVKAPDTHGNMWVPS
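Signal: AlphaScreen proximity between streptavidin donor and anti-FITC acceptor beads on intact substrate. Reaction: Tdp1 1 nM, substrate 15 nM final, 5 min RT after 15 min compound preincubation.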
DT40 TDP1 no CPT: qHTS for Inhibitors of human tyrosyl-DNA phosphodiesterase 1 (TDP1): qHTS in cells in absence of CPT; DT40 Tdp1-/- hTDP1 cells, no CPT, ATP luminescence, 48 h; Potency, µM (top dose mostly 46.2 µM), for the others: top-dose activity change, negative = growth inhibition, most hits filed as inhibitors; actives 15% (n = 420,000); AID 686978, 2013; also: nearly all actives have a fitted effect of over 55% in size
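Luminescent ATP content (CellTiter-Glo) served as the growth readout. Knockout chicken DT40 cells expressing human TDP1 were exposed to compounds without camptothecin for a minimum 48 hr at 37 °C.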
DT40 TDP1 CPT: growth inhibition of DT40 Tdp1-/-;hTDP1 cells with camptothecin (screen for TDP1 inhibitors); chicken DT40 Tdp1-/-;hTDP1 cells + 20 nM CPT, ATP luminescence, 48 h; Potency, µM (doses to about 46.2 µM), without a hit: top-dose activity change, negative = growth inhibition, usual class: inhibitors; actives 12% (n = 420,000); AID 686979; also: nearly all actives have a fitted effect of over 55% in size
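Chicken DT40 Tdp1-/- cells stably complemented with human TDP1 were seeded at 400 cells/well in medium containing 20 nM camptothecin, exposed to pin-transferred compounds, and grown at 37 °C for at least 48 hr. Viability was read as ATP luminescence.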
Active calls of the source: *; ? = inconclusive; . = not tested or not shown; [ ] = another dose, or the depositor's remark. Calls follow the shape of the dose curve; as a rule, active = well fitted curve in the direction sought with a large enough effect; inconclusive = small, poorly fitted or top-dose-only effect, or another doubt; inactive = no such curve, though single readings can be large; an effect the other way counts as inactive or inconclusive. % is scaled to controls: 0 for no effect and ±100 for the full control effect; potency is read from the fitted curve at half-maximal effect.

SMILES	TDP1 block	DT40 TDP1 no CPT	DT40 TDP1 CPT
CCOC(=O)c1c(NC(=O)Cn2cnc([N+](=O)[O-])n2)sc(C)c1C	1.2%	?	-24.1%
CC(=O)Nc1cc(-c2cccc(C(=O)NCCN(C)C)c2)cn2c(-c3cccc(C(F)(F)F)c3)cnc12	.	?	?
O=C1C(=Cc2ccco2)C(=O)c2ccccc21	2.7%	?	-3.0%
CCC(C)NC(=O)CNS(=O)(=O)c1ccc(C)cc1 (centres undefined)	-2.2%	1.9%	6.0%
COc1cc(/C=C/C(=O)OCC(=O)NCCc2ccccc2)cc(OC)c1OC	-1.6%	-3.7%	0.7%
Cc1nc2ccccc2c2oc(C(=O)N3CCC(N4CCCCC4)CC3)cc12	-2.6%	?	?
COc1ccc(CCC(=O)NCc2ccccc2Cl)cc1OC	.	3.3%	-7.3%
COc1ccc(NC(=O)CSc2nc(C)cs2)c([N+](=O)[O-])c1	4.4%	-22.6%	-29.0%
CCn1cc(CNc2nc3nonc3nc2N2CCCCC2)cn1	3.6%	0.2%	-14.9%
Cc1ccc(NC(=O)CCCCCNS(=O)(=O)c2ccc(C)cc2)cc1	3.8%	-26.1%	-28.9%
COc1ccc(/C=C/C(=O)c2ccc(Cl)s2)cc1O	6.5%	18.4µM*	?
CC1(C(=O)Nc2ccc3c(c2)OCCO3)CN(S(C)(=O)=O)CC(=O)N1CCCn1ccnc1 (centres undefined)	.	11.6%	-1.1%

An excerpt of these results, field by field.
molecule: CCn1cc(CNc2nc3nonc3nc2N2CCCCC2)cn1
  TDP1 block = 3.6%
  DT40 TDP1 no CPT = 0.2%
  DT40 TDP1 CPT = -14.9%
molecule: Cc1ccc(NC(=O)CCCCCNS(=O)(=O)c2ccc(C)cc2)cc1
  TDP1 block = 3.8%
  DT40 TDP1 no CPT = -26.1%
  DT40 TDP1 CPT = -28.9%
molecule: COc1ccc(/C=C/C(=O)c2ccc(Cl)s2)cc1O
  TDP1 block = 6.5%
  DT40 TDP1 no CPT = 18.4µM*
  DT40 TDP1 CPT = ?
molecule: CC1(C(=O)Nc2ccc3c(c2)OCCO3)CN(S(C)(=O)=O)CC(=O)N1CCCn1ccnc1 (centres undefined)
  TDP1 block = .
  DT40 TDP1 no CPT = 11.6%
  DT40 TDP1 CPT = -1.1%

The results go on:
SMILES	TDP1 block	DT40 TDP1 no CPT	DT40 TDP1 CPT
Cc1ccc(NC(=O)NCCCCc2ccccc2)cc1	2.0%	-20.0%	?
CCc1cc(C(c2ccccc2OC)N2CCOCC2)c(NC(=O)c2ccccc2)s1 (centres undefined)	3.8%	?	?
O=C(COc1ccc(-c2ccccc2)cc1)N1CCN(C(=O)c2cccs2)CC1	-5.6%	?	-0.8%
CCOCCCNC(=O)c1cn(CC)c2ccc(S(=O)(=O)N(C)C3CCCCC3)cc2c1=O	0.4%	?	-51.7%
COc1cccc(NC(=O)CN2C(=O)NC(C)(c3ccc(C)cc3)C2=O)c1 (centres undefined)	39.8µM*	-22.7%	4.9%
CN(C(=O)COC(=O)c1cc2ccccc2cc1O)c1c(N)n(Cc2ccccc2)c(=O)[nH]c1=O	0.9%	-8.4%	-8.4%
O=C(c1ccco1)N1N=C(c2cccs2)CC1c1ccc(F)cc1 (centres undefined)	8.6%	-1.7%	-24.7%
COc1ncnc2c1ncn2CCCN1CCN(c2ccccn2)CC1	.	-28.5%	-13.7%
CN1CCCN(c2ccc([N+](=O)[O-])cc2)CC1	-2.6%	-4.6%	-4.3%
COc1ccc(Cl)cc1NC(=O)COC(=O)c1ccc(Cl)nc1	-6.9%	0.4%	-10.5%
COc1ccc(NC(C)C(=O)Nc2cccc(S(=O)(=O)N3CCOCC3)c2)cc1OC (centres undefined)	0.5%	8.2µM*	9.2µM*
O=C(Nc1ccc(Cc2ccncc2)cc1)C1CCC(N2C(=O)C3C4C=CC(C5CC45)C3C2=O)CC1 (centres undefined)	-1.0%	14.6µM*	18.4µM*
O=C(Cn1ccc2ccccc2c1=O)NCCC(=O)N1CCN(c2ccccc2)CC1	1.8%	-11.1%	-5.6%
CCC(CC)c1nnc(NC(=O)/C=C/c2ccco2)s1	1.2%	-3.5%	9.4%
CCCCn1c(CN2CCN(C(=O)OCC)CC2)nc2c1c(=O)n(C)c(=O)n2C	0.0%	9.2µM*	11.6µM*
Cc1cc(C)n(CCNC(=O)CC2C(=O)NCCN2Cc2ccccc2C(F)(F)F)n1 (centres undefined)	.	2.8%	11.4%
Cc1ccc(Cn2c(=O)n(-c3cc(C)cc(C)c3)c(=O)c3oc4ccccc4c32)cc1	0.0%	23.1µM*	?
CC(C)(C)OC(=O)N1CCC[C@H]1C(=O)Nc1ccc(Br)cc1	.	-13.7%	-6.7%
Cc1nc2cc(NC(=O)[C@@H]3C[C@@H](Sc4ccccn4)CN3Cc3ccccc3C)ccc2s1	.	-13.5%	6.9%
CNC(=O)c1ccccc1NC(=O)C1CC(=O)N(c2ccc(OC)cc2)C1 (centres undefined)	4.8%	4.7%	-1.1%
CCc1cccc(NC(=O)c2sc3nc[nH]c(=O)c3c2C)c1	4.4%	20.6µM*	?
CCCNC(=S)N1CCC(NC(=O)C23CC4CC(CC(C4)C2)C3)CC1	0.0%	?	-18.2%
Cc1ccc(-c2nc(CSc3nnc(C)n4c3cc3occc34)c(C)o2)cc1	-5.1%	?	-7.1%
CCN1CCN(C(=S)Nc2ccccc2Cl)CC1	1.6%	?	11.2µM*
CC(=O)Nc1ccc(NC(=O)c2ccc(COc3ccccc3)cc2)cc1	.	-14.9%	-8.6%
Oc1ccc(Cl)cc1CNc1ccc(Br)cn1	4.3%	-19.6%	-12.7%
O=C(Nc1ccccc1F)c1ccco1	4.4%	0.6%	15.6%
O=C(O)c1cccc(NC(=O)C23CC4CC(C2)CC(n2cnc(Cl)n2)(C4)C3)c1	2.6%	8.5%	9.8%
Cc1occc1C(=O)NCc1ccccc1F	0.0%	-1.5%	-0.3%
COc1cccc(-c2nnc(N(C)C(=O)C3CCOC3)s2)c1 (centres undefined)	2.0%	-4.0%	2.5%
CNC(=O)CSc1nnc(-c2ccco2)n1-c1ccccc1	2.6%	-1.8%	-19.4%
CCOC(=O)C1CCC(CN(Cc2c(Cl)cccc2Cl)S(=O)(=O)c2ccc(F)c(C)c2)CC1 (centres undefined)	5.2%	?	?
COc1cc(/C=C2/NC(=O)NC2=O)cc(Br)c1OCc1ccccc1	0.5%	?	-15.4%
O=C(CN1C(=O)COc2ccc(Cl)cc21)Nc1ccc(F)cc1	-6.3%	?	?
O=C(Nc1ccccc1)[C@@H]1CC=C[C@@H]2CCN(C3CCCCC3)C(=O)[C@@H]21	.	?	?
CN(CC(=O)Nc1ccccc1Cl)C(=O)CN1C(=O)C2CC=CCC2C1=O (centres undefined)	3.8%	0.4%	4.5%
CC(C)(C)N(Cc1ccccc1)C(=O)COC(=O)CN1C(=O)NC2(CCCC2)C1=O	2.6%[56.1 µM]	?	?
CCn1c(=O)c(C(=O)NCc2ccc(F)cc2)c(O)c2ccccc21	-7.2%	?	9.2µM*
N#Cc1cccnc1N1CCN(C(C(=O)NC2CCCC2)c2ccc(F)cc2)CC1 (centres undefined)	.	?	?
COc1ccc(C(=O)N2CCC3(CC2)CN(C(=O)NC(C)C)C3)cc1	.	1.4%	10.2%
C[C@H](CO)N1C[C@H](C)[C@@H](CN(C)Cc2ccccn2)Oc2ncc(-c3ccccc3)cc2C1=O	.	-11.2%	4.3%
CN(C)CCCN(C(=O)c1ccco1)c1nc2c(F)cc(F)cc2s1	0.0%	20.6µM*	?
COc1cc(S(=O)(=O)NC(C)C)ccc1Cl	7.8%	-3.5%	-18.3%
C#CCOc1ccc(/C=C2/C(=O)NN(c3ccccc3)C2=O)cc1OC	.	-5.1%	-2.2%
COc1ccc(C(=O)N/C(=C\c2ccccc2)C(=O)NC(CC(C)C)C(=O)O)cc1 (centres undefined)	5.3%	2.6%	16.3%
COc1ccccc1N1CCN(c2nnc(-c3ccc(F)cc3)c3ccccc23)CC1	5.9%	20.6µM*	?
Cc1ccc(NC(=O)CN(C)S(=O)(=O)c2cnc[nH]2)cc1	5.1%	-2.7%	14.8%
COCCOc1ccc(C(F)(F)F)cc1NC(=O)c1ccccc1F	2.7%	-10.0%	-2.8%

Just DT40 TDP1 no CPT (2 entries from above):
Structure	DT40 TDP1 no CPT
COc1ccc(C(=O)N/C(=C\c2ccccc2)C(=O)NC(CC(C)C)C(=O)O)cc1 (centres undefined)	2.6%
COc1ccccc1N1CCN(c2nnc(-c3ccc(F)cc3)c3ccccc23)CC1	20.6µM*

(list continues)
SMILES	TDP1 block	DT40 TDP1 no CPT	DT40 TDP1 CPT
Cc1nc(N2CCN(Cc3ccc4c(c3)OCO4)CC2)nc2c1C(=O)CC(c1ccco1)C2 (centres undefined)	5.7%	?	?
Cc1ccc(N(CC(=O)N2CCCC2)S(C)(=O)=O)c(C)c1	.	-15.3%	-14.5%
C[C@@H]1CN([C@@H](C)CO)C(=O)c2cc(C#CC3CCCCC3)cnc2O[C@@H]1CN(C)S(=O)(=O)c1ccc(F)cc1	.	14.6µM*	16.4µM*
O=S(=O)(Nc1cccc(-n2cnnn2)c1)c1ccccc1F	5.1%	-0.2%	3.8%
CC1CCN(S(=O)(=O)c2cc(Br)cc(C(=O)NC3=NCCS3)c2)CC1	5.1%	?	-26.5%
O=S(=O)(Nc1cccc2ccccc12)N1CCCC1	2.2%	-16.1%	-32.0%
O=S(=O)(c1ccc(F)cc1)N1CCC(O)(c2ccc3c(c2)OCO3)CC1	6.1%	-28.0%	-9.7%
CC(=O)N1CCc2cc(CNS(=O)(=O)c3ccc(C(C)(C)C)cc3)ccc21	8.1%	?	?
O=C(O)c1ccc(Cl)c(S(=O)(=O)Nc2ccccc2Cc2ccccc2)c1	-1.1%	4.2%	-2.9%
CCOC(=O)c1c(C)c2c(=O)[nH]cnc2n1-c1ccccc1	.	?	?
O=C(c1cc(-c2ccc(Br)cc2)on1)N1CCCCCC1	1.7%	7.7%	2.0%
O=C(Nc1cccc(O)c1)C(=O)Nc1ccccn1	-4.2%	-24.1%	?
CSc1ccc(CNCC(O)c2ccccc2)cc1 (centres undefined)	4.3%	-2.5%	-3.6%
CCN(C(=O)c1cc(Cl)ccc1Cl)C1CCS(=O)(=O)C1 (centres undefined)	.	-6.3%	-3.5%
O=C(NCCN1CCOCC1)C1CCC(CNS(=O)(=O)c2ccc(Cl)cc2)CC1 (centres undefined)	4.5%	?	?
Cc1c(C(=O)NNc2c(Cl)cccc2Cl)n(C)oc1=O	0.0%	7.4%	-1.0%
COc1ccc(S(=O)(=O)N2CCOCC2)cc1NC(=O)c1cc(=O)[nH]c2ccccc12	-2.3%	-19.3%	-22.8%
O=C(CSc1ccc(Cl)cc1)Nc1cccc(-c2nnc(-c3ccco3)o2)c1	0.0%	?	?
Cc1ccc(CN2C(=O)CCC2C(=O)NCCN2CCOCC2)cc1 (centres undefined)	-2.0%	4.8%	2.3%
COC(=O)C1=CN(c2ccc(F)cc2)C=C(C(=O)OC)C1c1ccc([N+](=O)[O-])cc1	7.9%	?	?
CC(C)c1ccc(Nc2sc(C(=O)c3ccccc3)c(N)c2S(=O)(=O)c2ccccc2)cc1	8.3%	?	?
CCc1cccc(CC)c1NC(=O)C1CC(=O)N(c2ccc3c(c2)OCCO3)C1 (centres undefined)	-2.0%	-12.6%	-15.5%
COc1ccc(CNC(=O)c2cccc(-c3ccc(C)c4ccccc34)n2)cc1	-1.3%	18.4µM*	?
COc1ccccc1NC(=O)CSc1nc(O)c(C/C=C/c2ccccc2)c(=O)[nH]1	.	-17.9%	-6.1%
CCC/C(O)=C1\C(=O)CCCC1=NCCc1c(C)[nH]c2ccc(C)cc12	.	?	?
COc1ccc(-c2cc(C)cc3c2OC(CNC(=O)/C=C/c2ccncc2)C3)nn1 (centres undefined)	.	?	-57.7%
O=C(CSc1nc2c(cnn2-c2ccccc2)c(=O)[nH]1)c1ccc(Cl)cc1	0.2%	-21.6%	-37.3%
COCc1ccc(C(=O)NC2CC(C)(C)Cc3c2cnn3-c2ccc(OC)cc2)o1 (centres undefined)	3.5%	?	6.5%
CCOC(=O)C1=C(C)N(CCC(=O)O)C(=O)NC1c1ccccc1Cl (centres undefined)	.	4.9%	1.5%
O=C(CS(=O)(=O)c1ccccc1)N1CCc2ccccc21	2.5%	-9.2%	19.9%
O=C(NCc1ccco1)c1cnn2c(C(F)(F)F)cc(-c3ccccc3)nc12	8.4%	?	?
CCC(C)N1C(=O)N(C)C2NC(=O)NC21 (centres undefined)	3.5%	15.9%	-14.9%
COc1ccc(Cn2c(C(=O)O)c(CNCc3ccc(SC)cc3)c3ccc(OC)cc32)cc1	5.1%	5.8µM*	5.17µM*
Cn1c(SCC(=O)N2CCOCC2)nnc1-c1ccc(Cl)cc1Cl	5.9%	-25.0%	-1.2%
CCc1nc2c(OCc3ccc(F)cc3)cccn2c1N(C)C(=O)C(C)C	.	?	-24.8%
